Source: PubChem
Shiga toxin inh: blocks Shiga toxin action in Vero cells; AID 2315; inhibition, % at 38.7 µM; Vero cells, Shiga toxin protein synthesis inhibition reporter; 290,000 compounds, 9.2% hits; in the data active = inhibition mostly above about 28%, no sharp cut-off; inactive = mostly below about 43%; note: 0% is about no effect
FBPA Giardia inh: inhibitors of Giardia lamblia fructose-1,6-bisphosphate aldolase; A8B2U2; purified Giardia FBPA; Potency, µM (top dose mostly 59.6 µM), inactives show top-dose activity, negative = inhibition, hits mostly inhibitors; 290,000 compounds, 0.71% hits; AID 2451; note: potency is the fitted concentration of half-maximal effect; % is set by controls: 0 for no effect and ±100 for the full control effect; nearly all actives have a fitted effect of over 55% in size
Target sequence (A8B2U2 whole entry, looked up): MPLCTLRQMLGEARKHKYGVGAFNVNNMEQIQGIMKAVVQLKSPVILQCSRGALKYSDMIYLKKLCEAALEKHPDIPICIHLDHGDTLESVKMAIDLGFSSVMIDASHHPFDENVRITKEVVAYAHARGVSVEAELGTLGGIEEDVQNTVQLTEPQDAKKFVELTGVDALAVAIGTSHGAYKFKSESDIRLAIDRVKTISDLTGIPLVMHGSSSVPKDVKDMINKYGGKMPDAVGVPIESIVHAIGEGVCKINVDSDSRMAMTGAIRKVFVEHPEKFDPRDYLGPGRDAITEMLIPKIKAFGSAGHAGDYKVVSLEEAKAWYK
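40 nM FBPA preincubated 10 min at RT with compound (up to 57.5 uM final), then substrate plus GAPDH/TPI/NAD/arsenate coupling and diaphorase/resazurin added. Fluorescence read after 20 min at RT, 525/598 nm.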
Pf growth 48h: P. falciparum growth inhibition at 48 hours (one generation); P. falciparum luciferase growth in erythrocytes, 48 h; Potency, µM (titrated, usually from 28.7 µM), for inactives: top-dose activity change, negative = inhibition, hits mostly inhibitors; 310,000 compounds, 5.9% hits; note: potency is the fitted concentration of half-maximal effect; % is set by controls: 0 for no effect and ±100 for the full control effect
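A one-generation exposure of luciferase-tagged malaria parasites in RPMI 1640/Albumax erythrocyte culture, 37 C and 5% CO2. Inhibition is inferred from decreased luminescence after adding detection reagent.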
Cycloheximide cs: counter-screen hit for Shiga toxin inhibitors, cycloheximide; cell reporter, cycloheximide protein synthesis inhibition counterscreen; 300,000 compounds, 12% hits; max response, %; in the data active = max response mostly above about 13%, no sharp cut-off; inactive = mostly below about 14%; note: read at 38.3 µM for the half of the compounds with a filed dose; 0% is about no effect
Pf growth 96h: P. falciparum growth inhibition at 96 hour, primary screen for plastid delayed-death inhibitors | P. falciparum luciferase reporter growth, 96 h | Potency, µM (series often up to 28.7 µM), without a hit: at the top dose activity change, negative = inhibition, most hits filed as inhibitors | 320,000 compounds, 6.9% hits | AID 504834; note: potency is the fitted concentration of half-maximal effect; % is set by controls: 0 for no effect and ±100 for the full control effect
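Delayed-death screen, second-generation endpoint: infected erythrocytes, 2% hematocrit, 0.05% parasitemia final; 96 hours at 37 C, 5% CO2; luciferase detection reagent; luminescence decrease equals reduced growth.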
HCV inh: HCV inhibition; Huh7.5.1 HCVcc-Cre infection, luciferase reporter, 44 h; 340,000 compounds, 3.4% hits; Potency, µM (highest dose often 41.8 µM), inactives show at the highest dose activity change, negative = inhibition, usual class: inhibitors; AID 651820; note: potency is the fitted concentration of half-maximal effect; % is set by controls: 0 for no effect and ±100 for the full control effect
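Seed cells (1,000/well) for 4 h; treat with compound and infect with HCVcc-Cre, moi about 0.5. Incubate 44 h, then detect luciferase activity.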
* marks the source's active call; other numbers are inactive results; ? = inconclusive; / = not tested or not shown; [ ] = dose if it differs, or a comment. Unless noted, calls come from the whole dose curve; as a rule, active = well fitted curve in the direction sought with a large enough effect; inconclusive = small, poorly fitted or top-dose-only effect, or another doubt; inactive = no such curve, though single readings can be large; an effect the other way counts as inactive or inconclusive. An unsorted share of the library. About 24% of those tested had a hit in this group.

SMILES	Shiga toxin inh	FBPA Giardia inh	Pf growth 48h	Cycloheximide cs	Pf growth 96h	HCV inh
C=CCOC(=O)C1=C(C)OC(N)=C(C#N)C1c1c(C)nn(-c2ccccc2)c1Cl (stereo not drawn)	-1.1	-31.0%	?	-2.1	?	-2.1%
CCCC/C(O)=C/c1nc2ccccc2[nH]c1=O	19.0	0.7%	8.0%	8.9	-4.8%	3.2%
Cc1ccc(C(=O)N2CCN(Cc3ccc4c(c3)OCO4)CC2)c(Cl)c1	-1.1	-5.9%	-10.3%	1.5	?	11.2µM*
COc1ccc2c(c1)-c1nc(/N=C/c3c(O)ccc4ccccc34)sc1CC2	5.4	?	10.7%	6.7	4.65µM*	12.6µM*
CCc1cccc(NC(=O)Cn2cc(C=O)c3ccccc32)c1	18.7	2.6%	13.3%	-8.6	?	5.9%
COc1ccc(/C(N)=N/OC(=O)c2c(-c3ccccc3Cl)noc2C)cc1OC	9.4	/	?	25.1	-7.4%	12.6µM*
CCOC(=O)c1c(CN2CCN(C)CC2)oc2ccc(O)cc12	7.6	-16.1%	-28.5%	11.5	?	7.5%
CCOC(=O)c1sc2nc(COC(=O)c3c(F)cccc3F)[nH]c(=O)c2c1C	2.1	-5.1%	?	5.6	64.6%[5.75 µM]	-10.8%
Cc1ccc(O)c(CN2CCN(c3ccccc3)CC2)c1	11.4	4.8%	2.62µM*	-2.3	90.5%[activator]	6.7%
O=c1c(O)c(-c2cccs2)oc2ccccc12	15.2	-10.7%	-25.7%	17.7*	-10.9%	3.5%

A different layout for 2 compounds above:
SMILES,Shiga toxin inh,FBPA Giardia inh,Pf growth 48h,Cycloheximide cs,Pf growth 96h,HCV inh
CCOC(=O)c1c(CN2CCN(C)CC2)oc2ccc(O)cc12,7.6,-16.1%,-28.5%,11.5,?,7.5%
CCOC(=O)c1sc2nc(COC(=O)c3c(F)cccc3F)[nH]c(=O)c2c1C,2.1,-5.1%,?,5.6,64.6%[5.75 µM],-10.8%

An excerpt of these results, with values under each structure.
Results follow in this order: Shiga toxin inh | FBPA Giardia inh | Pf growth 48h | Cycloheximide cs | Pf growth 96h | HCV inh
- CCCC/C(O)=C/c1nc2ccccc2[nH]c1=O
  19.0 | 0.7% | 8.0% | 8.9 | -4.8% | 3.2%
- Cc1ccc(C(=O)N2CCN(Cc3ccc4c(c3)OCO4)CC2)c(Cl)c1
  -1.1 | -5.9% | -10.3% | 1.5 | ? | 11.2µM*
- COc1ccc2c(c1)-c1nc(/N=C/c3c(O)ccc4ccccc34)sc1CC2
  5.4 | ? | 10.7% | 6.7 | 4.65µM* | 12.6µM*

Next results:
SMILES	Shiga toxin inh	FBPA Giardia inh	Pf growth 48h	Cycloheximide cs	Pf growth 96h	HCV inh
O=C(NCCNS(=O)(=O)c1ccc(C(F)(F)F)cc1)N1CCOCC1	-2.8	6.9%	37.5%[activator]	1.4	59.8%[activator]	4.5%
CC(C)N1C(=O)CCC1C(=O)NCCc1ccc(Cl)cc1 (stereo not drawn)	-18.2	2.7%	15.5%	-3.1	51.2%[activator]	-0.4%[8.37 µM]
COc1ccc(/C=C/C(=O)O)cc1S(=O)(=O)N1CCCCC1	-8.8	20.4%	7.9%	0.4	15.9%	14.1%
CC1=NC(C#N)=C(C#N)NC(C)(C)C1	3.5	-9.5%	?	-5.3	-1.1%	21.6%
CCCCCCOC(=O)C1=C(C)NC(=O)NC1c1ccc2c(c1)OCO2 (stereo not drawn)	-5.4	2.7%	18.1%	-1.0	?	-27.6%
CCOC(=O)COc1c(Cl)cc(C2NC(=S)NC(c3ccccc3)=C2C(C)=O)cc1OCC (stereo not drawn)	-7.3	-1.5%	?	5.6	?	-18.9%
Cc1ccc(S(=O)(=O)NC(=NCC(=O)O)c2ccccc2)cc1	-8.0	-2.7%	-5.4%	-2.0	-25.1%	0.5%
O=C(NCc1cccs1)C1CCCN(S(=O)(=O)c2ccc(Br)s2)C1 (stereo not drawn)	-1.4	11.2%	?	3.3	/	?
Cc1ccc2ncnc(NCCCN3CCOCC3)c2c1	-5.1	2.4%	?	0.5	?	-1.2%
O=C(CSc1ncc(-c2ccccc2)[nH]1)Nc1cccc(O)c1	34.1	-6.2%	/	11.6*	20.5%	3.8%
Cc1cc(NC(=O)C(C)Sc2nc(-c3cccs3)nc3ccccc23)no1 (stereo not drawn)	/	/	?	/	?	?
O=c1ccc(-c2ccc(S(=O)(=O)Nc3ccccc3Cl)o2)n[nH]1	17.5	-4.0%	?	-2.5	-28.9%	12.6%
CCCc1nn(C)c2c(=O)[nH]c(-c3cc(S(=O)(=O)N(CCO)CCO)ccc3OCC)nc12	6.5	-0.9%	?	3.8	?	-4.6%
O=C(NCc1ccncc1)C1CCN(S(=O)(=O)Cc2ccccc2)CC1	-21.8	1.8%	-10.9%	1.9	/	3.0%
CC(C)COc1ccc(Cc2cnc(N)nc2N)cc1	-9.3	7.4%	/	-8.9	?	?
CSc1nc(C)cc(SCC(=O)Nc2ccc(Cl)cc2Cl)n1	7.9	-3.2%	?	-3.4	-12.3%	?
Cn1c(CC(=O)Nc2ccccc2F)nnc1SCC(=O)Nc1nncs1	-2.2	-21.6%	?	-5.6	?	11.1%
COc1ccc(-c2cn[nH]c2C)cc1OC	-4.3	-3.8%	11.1%	-0.6	7.6%	-4.9%
COc1cc(C2NC(=O)NC(c3ccccc3)=C2C(C)=O)cc(Cl)c1OCC(=O)O (stereo not drawn)	-6.8	13.6%	-12.9%	-2.1	-10.3%	-11.9%
CC(=O)N1CCC(N(CCN2CCOCC2)C(=S)Nc2cc(C)ccc2C)CC1	17.5	-4.8%	1.0%	11.2	?	0.1%
Cc1c(C)c2c(OCC(=O)N3CCC[C@H]3C(=O)O)cc3c(c2oc1=O)CCC(C)(C)O3	8.0	-11.3%	?	-0.7	13.1µM*	14.0%
CCn1ncc(/C=N\NC(=O)Cc2ccc([N+](=O)[O-])cc2)c1C	2.3	1.1%	-2.0%	-2.0	9.5%	-5.9%
CCn1c(=N)n(CC(O)c2ccco2)c2ccccc21 (stereo not drawn)	-8.2	-1.5%	23.0%	8.2	81.0%[activator]	-3.1%
CC(=O)Nc1ccc(Nc2ncnc3c2cnn3-c2cccc(C)c2)cc1	54.9*	3.0%	32.8%[activator]	33.4*	15.2%	?
COCCN(C(=O)COC(=O)CCc1ccc(OC)cc1)c1c(N)n(Cc2ccccc2)c(=O)[nH]c1=O	/	/	-1.7%	/	-0.6%	11.5%
COC(=O)C1=C(N)Oc2cc(C)[nH]c(=O)c2C1c1ccc(Cl)cc1 (stereo not drawn)	1.8	-8.0%	-7.0%	0.9	-3.7%	-3.5%
Cc1ccn2cc(C(=O)Nc3ccc4c(c3)OCCO4)nc2c1	60.1*	0.2%	172.8%[activator]	39.7*	-41.1%	-10.9%
N#Cc1c(NC(=O)c2cnccn2)sc2c1CCCC2	74.6*	?	174.7%[activator]	66.3*	73.0%[activator]	?
CC(C)OCCCNC(=O)c1ccc(NS(C)(=O)=O)cc1	-5.3	2.6%	-5.4%	1.2	10.4µM*	-3.5%
CN(/N=C/c1cc(Br)cc(Br)c1O)c1cccc(C(F)(F)F)n1	-3.1	25.8%	4.15µM*	14.7	?	-14.8%
O=C(NCc1ccc2c(c1)OCO2)C12CN(Cc3ccccc3)CC1C(c1cccc([N+](=O)[O-])c1)=NO2 (stereo not drawn)	1.7	-1.9%	9.28µM*	-0.9	?	-23.3%
O=C(Nc1ccc2c(c1)OCO2)c1cccc(Cl)c1	106.6*	-13.5%	244.1%[activator]	48.8*	?	?
O=C1CN(C(=O)CN2CCCC2)C(c2ccccc2)c2cc(Br)ccc2N1 (stereo not drawn)	6.6	2.2%	-28.2%	-1.8	-1.4%	-14.7%
Brc1ccc(Nc2nc3ccccc3n3nnnc23)cc1	99.8	2.1%	/	65.1*	?	/
Cc1ccc(C2=NOC(=O)/C2=C\c2ccc(C)o2)cc1	18.4	-10.3%	38.6%[activator]	16.0	-1.0%	5.0%
COc1ccc(OC)c(C2=NOC(C(=O)N3CCC4(CC3)OCCO4)C2)c1 (stereo not drawn)	10.9	0.9%	9.4%	-2.7	?	-6.7%
COc1cc(NS(=O)(=O)c2ccc(N/C=C\C(=O)c3ccc(F)cc3)cc2)nc(OC)n1	94.2*	8.2%	20.4%	71.2*	437.8%[activator]	20.0%
CCCC(C(=O)NCc1ccco1)N(C(=O)CNS(=O)(=O)c1ccccc1)C1CCCC1 (stereo not drawn)	-9.5	0.9%	/	2.8	10.4µM*	15.9%
COc1cccc(C2/C(=C(\O)c3ccc(OC)c(OC)c3)C(=O)C(=O)N2c2cc(C)on2)c1 (stereo not drawn)	25.9	8.8%	18.1%	7.7	5.22µM*	13.2%
COc1cccc(Nc2ncnc3sccc23)c1	129.5*	4.3%	145.6%[activator]	23.4*	166.4%[activator]	-22.6%
COc1ccc(CCC(=O)Nc2ncc(C)s2)cc1OC	-5.5	5.3%	?	7.3	?	-2.7%
CCOC(=O)C1CCN(c2c(NCCN(CC)c3ccccc3)c(=O)c2=O)CC1	-5.7	-0.2%	?	-1.6	-26.8%	?
Cn1c(SCC(=O)N2CCCC2)nc2ccccc2c1=O	-17.9	9.1%	?	-1.2	-25.9%	-17.1%
COc1ccc(CCNC(=O)c2cc3c(=O)n4ccccc4nc3n(CC3CCCO3)c2=N)cc1OC (stereo not drawn)	21.0	-3.3%	?	7.7	?	8.91µM*
CCN(CC)CCn1c(=N)n(CC(=O)c2ccc(C)cc2)c2ccccc21	/	-3.0%	4.65µM*	27.0*	19.5%	?
CCCCN(C)C(=O)CNC(=O)c1nn(-c2ccc(OC)cc2OC)c(=O)c2ccccc12	-3.0	13.2%	?	2.2	?	9.0%
CCN1/C(=C2\SC(=S)N(Cc3ccccc3)C2=O)Sc2ccccc21	-16.6	-5.0%	-3.5%	-7.2	48.6%[activator]	-3.7%
COC(=O)/C=C1\S/C(=N/N=C/c2ccccc2)NC1=O	-4.1	-0.1%	-22.7%	9.9	-11.5%	30.3%[activator]
C#CCOCCOCCOCCNc1nc(N2CCN(C(=O)[C@H](C(C)C)n3cc(CCO)nn3)CC2)nc(N2CCN(C(=O)[C@H](C(C)C)n3cc(CCO)nn3)CC2)n1	-4.1	-17.5%	15.6%	-4.4	-0.2%	-6.9%[8.37 µM]
Cc1cc(-c2ccccc2)[nH]c(=O)c1C#N	12.1	4.1%	12.6%	-5.5	1.9%	-5.7%

Two compounds from above with just Pf growth 48h:
SMILES,Pf growth 48h
COc1ccc(CCNC(=O)c2cc3c(=O)n4ccccc4nc3n(CC3CCCO3)c2=N)cc1OC (stereo not drawn),?
CCN(CC)CCn1c(=N)n(CC(=O)c2ccc(C)cc2)c2ccccc21,4.65µM*

Next compounds:
SMILES	Shiga toxin inh	FBPA Giardia inh	Pf growth 48h	Cycloheximide cs	Pf growth 96h	HCV inh
O=C(O)c1ccc(S(=O)(=O)N(Cc2cccs2)CC2CCCO2)cc1 (stereo not drawn)	-8.4	13.4%	-12.8%	0.5	?	2.6%
CCOc1ccc(NC(=O)CN(C)CC(=O)NC(C)c2ccccc2)cc1OCC (stereo not drawn)	-11.8	4.1%	-16.6%	-2.5	-25.7%	-28.0%
COc1cc(/C=C/C(=O)OCC(=O)N2CCc3ccccc3C2)ccc1O	6.5	-1.6%	48.8%[activator]	-1.6	0.0%	?
Cc1ccc(SCC(=O)OCC(=O)NCCCc2ccccc2)cc1	/	/	17.9%	/	11.9%	18.9%
Cc1ccccc1NC(=O)CCC(=O)OCCCC(F)(F)C(F)(F)F	-6.3	10.1%	21.0%	-2.4	46.9%[activator]	21.9%
COc1ccc(C(=O)/C=C2\Sc3ccccc3N2C)cc1	46.7	?	31.2%[activator]	35.3*	169.1%[activator]	10µM*
Cc1ccc(S(=O)(=O)NCc2ccc(C(=O)NCCN(Cc3ccccc3)C(C)C)cc2)cc1	-22.0	0.3%	?	4.1	?	?
